Assay outcomes (PubChem BioAssay)
D2 potentiator: D2 dopamine receptor (human) potentiation | P14416 | HEK293 T-REx D2, calcium flux, EC20 dopamine potentiation | potentiation, % at 10 µM | 0.34% of 340,000 active;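 active = potentiation over 3 SD above the plate norm, cut at about 30% in these data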; note: 0% is about no effect
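Potentiation of an EC20 dopamine calcium response is measured in a force-coupled, tetracycline-inducible Hek293 Trex D2 line. Compound-only kinetic reads over 180 s flag agonists before dopamine addition.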
TRHR enhancer: allosterically enhances the human TRH receptor; AID 493056; TRHR cells, fluo-8 calcium fluorescence, EC20 TRH enhancement; 0.66% of 360,000 active; enhancement, % at 2 µM; in the data active = enhancement above about 30%; note: 0% is about no effect
Target sequence (P34981 whole entry, looked up): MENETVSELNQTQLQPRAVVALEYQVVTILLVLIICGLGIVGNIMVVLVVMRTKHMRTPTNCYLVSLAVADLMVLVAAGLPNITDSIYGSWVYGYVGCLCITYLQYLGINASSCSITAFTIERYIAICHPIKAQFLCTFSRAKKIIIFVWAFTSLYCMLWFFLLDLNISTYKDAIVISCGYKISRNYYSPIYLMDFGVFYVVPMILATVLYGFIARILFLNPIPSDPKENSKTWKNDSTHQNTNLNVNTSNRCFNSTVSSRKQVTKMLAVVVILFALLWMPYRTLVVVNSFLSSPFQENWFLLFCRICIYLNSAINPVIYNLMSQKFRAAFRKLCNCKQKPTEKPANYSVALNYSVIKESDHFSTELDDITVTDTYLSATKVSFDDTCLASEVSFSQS
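Enhancer read-out: after compound pinning and an initial kinetic agonist-mode read, an EC20 of TRH (10 nM final) was injected and fluo-8 calcium signal (Ex 480/Em 530) followed at 1 s/cycle for 100 cycles in TRHR-expressing cells.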
RXFP1 agonist: activates the human relaxin receptor RXFP1; Q9HBX9; HEK293T-RXFP1 cAMP TR-FRET, 30 min; response scale: percent of porcine relaxin response, buffer zero; Potency, µM (titrated, usually from 57.5 µM), inactives show at the highest dose activation, actives largely listed as activators; 0.3% of 370,000 active; active = well fitted activation curve with a large enough effect; inconclusive = small, poorly fitted or top-dose-only effect; note: potency is the fitted concentration of half-maximal effect; % is set by controls: 0 for no effect and ±100 for the full control effect; nearly all actives have a fitted effect of over 60% in size; many of its hits are not listed in these tables
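HEK293T cells stably expressing RXFP1 were pretreated with the PDE4 inhibitor Ro 20174, exposed to compounds for 30 min at 37C, lysed, and cAMP was read by TR-FRET. Data normalized to buffer (basal) and 29 nM porcine relaxin (100%).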
D2 agonist: agonists of human D2 dopamine receptor. AID 485358. HEK293 T-REx D2 cells, calcium flux agonist mode. P14416. 0.53% of 340,000 active. activation, % at 2 µM;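 active = activation over 3 SD above normal in the single-dose calcium agonist read, cut at about 30% in these data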; note: 0% is about no effect
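HEK293 Trex D2 cells, tetracycline-induced, o/n 30 C 5% CO2; no-wash Ca dye, RT 30–90 min; 10-cycle baseline, 23 nl cpd added, kinetic Ca read 180 s; agonist hits = positive Ca response.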
RXFP1 antagonist: blocks the human relaxin receptor RXFP1. Q9HBX9. HEK293-RXFP1, relaxin-stimulated cAMP HTRF, 30 min; active compounds read low. activity change, negative = inhibition, % at 57.5 µM. 0.59% of 350,000 active. AID 1259400;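 active = activity change of -60% or lower, but not beyond a set lower limit; inconclusive = change between -60% and -40%, or beyond the set limit; inactive = change above -40%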; note: % is set by controls: 0 for no effect and ±100 for the full control effect
D1 ag: activates the human D1 dopamine receptor. HEK293 T-REx D1 cells, calcium flux, agonist mode. activation, % at 2 µM. 1% of 360,000 active; in the data active = activation above about 30%; note: 0% is about no effect
Target sequence (P21728 whole entry, looked up): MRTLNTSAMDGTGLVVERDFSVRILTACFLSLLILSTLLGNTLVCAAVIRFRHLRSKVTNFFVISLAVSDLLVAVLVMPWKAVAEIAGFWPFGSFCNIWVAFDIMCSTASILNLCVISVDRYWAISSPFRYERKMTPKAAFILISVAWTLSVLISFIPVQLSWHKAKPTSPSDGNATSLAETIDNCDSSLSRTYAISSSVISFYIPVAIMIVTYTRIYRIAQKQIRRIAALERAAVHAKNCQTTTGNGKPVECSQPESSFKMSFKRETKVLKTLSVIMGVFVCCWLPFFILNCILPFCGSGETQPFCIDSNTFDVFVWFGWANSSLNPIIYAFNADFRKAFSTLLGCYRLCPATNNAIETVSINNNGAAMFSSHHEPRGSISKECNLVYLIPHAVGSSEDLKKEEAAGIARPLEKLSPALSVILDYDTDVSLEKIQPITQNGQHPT
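Inducible HEK293 T-REx D1 cells, force-coupled to calcium signalling, were plated at 4000 cells/well with tetracycline and held overnight at 30 C. After no-wash calcium dye loading, compound-evoked calcium rise over 180 s flagged agonists.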
D1 antagonist: human D1 dopamine receptor antagonism | P21728 | HEK293 TREx D1 cells, calcium flux, dopamine EC80; active compounds read low | 3.2% of 360,000 active | activity change, negative = inhibition, % at 10 µM | AID 504652; in the data active = activity change below about -30%; note: % is set by controls: 0 for no effect and ±100 for the full control effect
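Tetracycline-induced HEK293 Trex D1 cells, force-coupled to calcium, dye-loaded; compounds added and read 180 s, then EC80 dopamine added and calcium flux tracked kinetically another 180 s.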
D2 antagonist: antagonists of human D2 dopamine receptor. HEK293 TREx D2 cells, calcium flux, dopamine EC80. inhibition, % at 10 µM. 2% of 340,000 active. AID 485344; in the data active = inhibition above about 30%; note: 0% is about no effect
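Calcium flux kinetic readout in an inducible HEK293 TREx D2 line plated overnight at 30 C. After 180 s compound exposure, an EC80 dopamine challenge follows with another 180 s kinetic read to detect antagonism.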
D1 potentiator: human D1 dopamine receptor positive modulation. potentiation, % at 10 µM. 0.036% of 360,000 active. P21728. AID 504651. HEK293 TREx D1 cells, calcium flux, dopamine EC20 potentiation; in the data active = potentiation above about 30%; note: 0% is about no effect
* hit, by the source's call; u = inconclusive; x = no result given; & = joins results of further samples. Only part of the results is shown; count on the stated rates, not on these rows.

Under each structure: D2 antagonist, TRHR enhancer, D2 agonist, RXFP1 agonist, D2 potentiator, D1 antagonist, D1 potentiator, D1 ag, RXFP1 antagonist
(1) CCCN1C(=O)C2(OCCO2)c2cc(Cl)ccc21
    26, -1, -0.1, -0.2%, 3, 6, 1, 1, -9
(2) NS(=O)(=O)c1ccc(NS(=O)(=O)c2ccc(NC(=O)C3CC3)cc2)cc1
    5, -5, -0.8, u, -9, 3, 8, 5, 7
(3) Cc1cc2c(cc1S(=O)(=O)NCCc1ccccc1)NC(=O)CO2
    11, 6, 0.0, 1.3%, -3, -4, -2, 6, 10
(4) O=C(O)c1c(C(=O)O)c(-c2ccc(Br)cc2)n2c1CSC2
    11, -3, -0.3, 2.6%, 3, -1, -2, 2, 7
(5) CC(C)C(=O)Nc1ccc(C(=O)NC2CCSC2=O)cc1 (stereo not drawn)
    -10, 11, -1.6, 0.7%, 11, 2, 1, 1, 18
(6) Cc1ccccc1-c1nc(CN2CCC(C(=O)O)CC2)c(C)o1
    18, 2, 0.3, 1.4%, -4, -8, x, 5, x
(7) Cc1ccc(Oc2cc(-n3nc(C)cc3C)ncn2)cc1
    19, -3, -1.2, 0.5%, 5, 6, 7, -1, -36
(8) O=C(NNC(=S)Nc1ccc(F)c(Cl)c1)c1ccccc1Br
    3, 0, 0.2, 1.6%, 4, 9, -5, 5, -1
(9) Cc1nn(C(C)c2n[nH]c(=S)n2-c2cccc(Cl)c2)c(C)c1[N+](=O)[O-] (stereo not drawn)
    5, 8, -0.8, 2.6%, -6, 2, 3, 3, -1
(10) Cn1cc(Br)c(C(=O)Nc2c(F)c(F)c(F)c(F)c2F)n1
    2, -5, 0.6, 5.6%, 14, -2, 0, 0, 18
(11) O=C(CN1CCN(Cc2ccccc2)CC1)c1ccc(Br)cc1
    -10, 0, 0.1, -1.5%, -19, 2, 2, -1, 12
(12) O=S(=O)(NC1CC1)c1ccc(S(=O)(=O)N2CCCC(c3nc(-c4cccnc4)no3)C2)cc1 (stereo not drawn)
    6, 4, 1.2, 0.2%, 2, -9, -1, 18, -5
(13) CN(C)c1ccc(/C=C(\C#N)C(=O)Nc2nc3c(s2)CCN(Cc2ccccc2)C3)cc1
    -1, -6, 17, 1.4%, -6, -19, -1, 68*, 20
(14) CS(=O)(=O)N(CC(=O)N1CCN(c2ccccc2)CC1)C1CCCCC1
    9, 7, 0.3, 2.1%, 6, 2, 4, 1, -1
(15) CCCC(C)NC(=O)C1CCN(C(=O)C2CC(=O)N(c3ccc(C)cc3)C2)CC1 (stereo not drawn)
    33*, 2, 1.1, -0.4%, -2, -12, -7, 0, -14
(16) O=C(NCCCc1ccccc1)c1ccc(F)cc1
    -10, -3, 0.5, 0.7%, 4, -11, 3, 1, -9
(17) COc1ccc(CCc2nc(C)ccc2O)cc1
    5&8, -1&-8, -1.5&0.0, 3.8%&-0.7%, 5&6, -21&7, -12&-8, 7&3, -2&-1
(18) COc1ccccc1OCCSc1nc2ccccc2n1CCO
    3, 0, -0.4, -0.9%, 4, -3, -4, 1, -2
(19) Cn1c(SCC(=O)Nc2ccccc2)nc2ccccc2c1=O
    5, 0, -1.8, 2.7%, 11, 3, -2, 19, 16
(20) Cn1ncc(Cl)c1C(=O)Nc1nnc(C2CC2)s1
    -7, 9, -0.1, 1.2%, 15, 5, -1, 2, 2
(21) CCN(C(=O)Cc1nc(-c2ccc(OC)cc2)no1)c1cccc(Cl)c1
    x, 1, 0.0, 0.0%, x, -1, -2, 0, -30
(22) Cc1cccc(OCCn2c(S(=O)(=O)O)nc3ccccc32)c1
    -11, 5, 0.6, 0.2%, 0, 5, 1, 3, -14
(23) Cc1ccc2c(=O)c(C(=O)c3ccc(F)cc3)cn(CC(=O)NC3CCCCC3)c2n1
    x, 8, 0.2, u, -9, -3, 2, 0, -10
(24) COc1cc(-c2cc(C(=O)O)c3c(OC)c(OC)c(OC)cc3n2)ccc1O
    11, 0, 1.0, 1.4%, -4, -50*, -8, 1, -4
(25) COc1ccc(C(=O)Nc2ccc(OCC(=O)N3CCOCC3)cc2)c(OC)c1OC
    6, -2, -1.0, 0.3%, -5, 5, -3, 5, 12
(26) CCCOc1ccc(CSCCNC(=S)Nc2ccccc2)cc1
    10, -3, -0.8, 0.4%, 1, -21, -4, 5, -17
(27) O=C(O)c1cc2ncc(-c3[nH]ncc3[N+](=O)[O-])cn2n1
    x, 18, x, 14%, x, -2, -1, 5, 26
(28) CC(Sc1nnc(Cc2cccs2)n1C1CCCCC1)C(=O)N1CCc2ccccc21 (stereo not drawn)
    -4, -1, -3.5, -0.7%, 7, -6, -5, 1, 11
(29) CO/N=C/c1ccc(Oc2ccc(C)cc2)c([N+](=O)[O-])c1
    -26, -5, -4.4, 1.7%, 2, -5, -6, 7, -29
(30) Cc1cccc(Cl)c1NC(=S)NN
    6, 6, -0.3, 3.1%, -4, -42*, 4, 3, -16
(31) CC(=O)c1cc(C#N)c(Oc2cc(C)cc(C)c2)nc1C
    -12, -4, -0.6, 0.2%, 8, 0, 0, 1, 7
(32) CS(=O)(=O)Cc1ccc(C(=O)NC(c2ccccc2)c2ccccc2)cc1
    -17, 4, 1.0, 1.5%, 23, 8, 2, 0, -13
(33) COc1cc(C(=O)CC2(O)C(=O)N(Cc3ccccc3Cl)c3ccccc32)cc(OC)c1OC (stereo not drawn)
    x, 0, 0.8, 0.1%, 19, -7, -1, 2, u
(34) Nc1cc(C(=O)OCC(=O)N2CCCC2=O)ccc1Cl
    -6, 5, -0.5, 0.0%, 2, -1, 8, 2, 8
(35) O=C(NCCS(=O)(=O)N1CCN(c2ccc(F)cc2)CC1)c1cccc(C(F)(F)F)c1
    x, 7, -0.2, 3.1%, 12, -29, -3, 2, -23
(36) COc1ccc(CCN2C(=NC(=O)CC(C)C)SC3CS(=O)(=O)CC32)cc1OC (stereo not drawn)
    1, 4, -1.6, -1.0%, 0, 8, -4, 0, -6
(37) O=C(c1cc2cc(Cl)ccc2o1)N1CCCCCC1
    -14, 0, -0.3, 1.1%, -3, -1, -9, 0, -10
(38) O=C(O)CN(c1ccc2c(c1)OCCO2)S(=O)(=O)c1ccccc1
    x, 10, x, 0.5%, x, 8, -1, 5, 5
(39) CC1=C(C(=O)N2CCN(c3ccc(Cl)cc3)CC2)C2(CCC(C)CC2)OC1=O (stereo not drawn)
    x, 50*, -0.1, 1.2%, 7, 6, 6, 2, 5
(40) Cc1nc2ccc(NC(=O)c3ccc(N4C(=O)CCC4=O)cc3)cc2s1
    -3, 2, 0.4, 6.9%, 1, 21, 7, -2, -4
(41) COCCn1nnnc1C(c1ccc(Cl)cc1)N1CCSCC1 (stereo not drawn)
    2, -4, 0.0, -0.1%, -2, 1, -2, 1, -15
(42) Cc1cc(C)c(OCC(=O)N(Cc2ccc(N(C)C)cc2)Cc2ccco2)c(C)c1
    x, 1, -1.0, 0.0%, 10, -11, -1, 4, -20
(43) C[C@@H](C(=O)N1CCNCC1)n1cc(CCCN=C(N)N)nn1
    1, 64*, -0.2, 2.1%, 0, 0, -2, 6, x
(44) CC(C)(C)c1ccccc1OCCCCCn1ccnc1
    16, -3, -2.0, 0.4%, -1, x, -1, 9, -32
(45) Cc1ccc(NC(=O)CN(c2ccccc2)S(=O)(=O)N(C)C)cc1Cl
    x, 11, 1.0, -1.3%, -9, 1, -7, 4, x
(46) OCCCNC(=S)Nc1ccc(Oc2ccccc2)cc1
    -6, 3, 0.4, 2.6%, 0, 6, -1, 3, -14
(47) COc1ccc(OC)c(C2SCCN2S(C)(=O)=O)c1 (stereo not drawn)
    -1, -7, 0.1, -0.7%, -3, 0, -2, 2, -1
(48) Cc1ccsc1-c1nc(C(N)=O)c2[nH]c(=O)n(-c3ccc(Cl)cc3)c2n1
    -6, -1, 0.9, 2.3%, 1, -3, 1, -2, x
(49) COc1cc(C2NC(=O)NC(C)=C2C(=O)OC(C)C)ccc1OC(=O)c1ccco1 (stereo not drawn)
    2, 3, 0.0, 0.9%, 15, 16, -1, -2, -21
(50) CC1=NN(C2=NS(=O)(=O)c3ccccc32)C(C)(O)C1 (stereo not drawn)
    10, 3, 0.1, -1.0%, 5, -9, 5, 1, -12
(51) CCC(C)NC(=O)c1cn(CC)c2ccc(S(=O)(=O)N3CCc4ccccc4C3)cc2c1=O (stereo not drawn)
    x, 1, 0.3, 4.5%, 4, 1, 9, 0, x
(52) [O-][n+]1onc2c1CCC(=N/O)/C2=N\Nc1ccccc1
    -14, 4, -1.2, -1.4%, 9, 7, -2, 2, x
(53) Cc1nc(CCNC(=O)Cc2ccccc2)cs1
    6, 7, 0.1, 0.9%, -1, 5, -7, 2, -21
(54) Cc1cc(-c2ccco2)c(C#N)c2nc3ccccc3n12
    4, -5, -0.1, 11%, 14, 12, -1, 3, 0
(55) Cc1cc(C)nc(SCc2ccc(C(=O)N/N=C/c3ccccc3C(=O)O)cc2)n1
    -18, 2, -0.6, 2.1%, 10, -1, -4, 2, -9
(56) FC(F)Oc1ccc(NC(=S)NC23CC4CC(CC(C4)C2)C3)cc1
    30, 5, 1.4, -6.0%, -5, -6, -2, 7, -23
(57) COc1cccc(/C=C2\Oc3ccc(O)cc3C2=O)c1O
    2, 7, 0.9, -0.9%, 18, -11, 1, 25, 2
(58) CCOC(=O)c1cnc(SC2CC(=O)N(c3ccc(C)cc3)C2=O)nc1N (stereo not drawn)
    0, 12, 0.2, 3.6%, -10, -10, -5, 2, -12
(59) COc1ccc(OC)c(N(C)S(=O)(=O)c2ccc3c(c2)N(C(C)=O)CCO3)c1
    -6, 4, 1.0, -2.6%, 5, -7, 0, 0, 12

D1 ag, what is marked active above
no.	SMILES	D2 antagonist	TRHR enhancer	D2 potentiator	D1 antagonist	D1 potentiator	D1 ag	RXFP1 antagonist
13	CN(C)c1ccc(/C=C(\C#N)C(=O)Nc2nc3c(s2)CCN(Cc2ccccc2)C3)cc1	-1	-6	-6	-19	-1	68*	20
